Screens from PubChem.
CHRM1 PAM: positive allosteric modulators of human M1 muscarinic receptor | P11229 | CHO-K1 hM1, Fluo-8 calcium fluorescence, ACh EC20; 0% = ACh EC20, 100% = maximal ACh | activation, % at 3 µM | 0.088% of 360,000 active; in the data active means activation above about 19%, passing the limit was not always enough
OXTR potentiator: human OXTR potentiation; AID 2445; CHO-OTR cells, Fluo-8 calcium fluorescence, potentiator mode; 0% = oxytocin EC15, 100% = EC100; activation, % at 3 µM; 0.061% of 320,000 active;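 active means activation above that plate's cutoff, the mean activation of tested compounds plus 3 SD, cut at about 6.6% in these data, passing the limit was not always enough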;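 further: 100% uses oxytocin at 75 nM as the full agonist control; some results filed as inactive read as strong as hits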
Target sequence (P30559 whole entry, looked up): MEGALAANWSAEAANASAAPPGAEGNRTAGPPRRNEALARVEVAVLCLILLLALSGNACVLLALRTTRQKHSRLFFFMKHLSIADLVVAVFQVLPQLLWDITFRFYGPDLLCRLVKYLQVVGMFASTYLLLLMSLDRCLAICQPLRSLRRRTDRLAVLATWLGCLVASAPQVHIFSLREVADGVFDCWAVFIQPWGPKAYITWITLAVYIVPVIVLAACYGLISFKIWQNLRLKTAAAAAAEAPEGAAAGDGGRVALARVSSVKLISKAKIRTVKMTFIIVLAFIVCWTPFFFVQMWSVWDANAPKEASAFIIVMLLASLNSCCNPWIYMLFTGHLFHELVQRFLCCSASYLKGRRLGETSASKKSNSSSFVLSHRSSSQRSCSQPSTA
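Dosing: Single dose, 3.0 µM nominal final compound concentration | Material: Human OTR in CHO cells | Technique: Kinetic Fluo-8 calcium fluorescence | Benchmarks: EC15 oxytocin alone as 0%, 75 nM oxytocin as 100% | Probe or stimulus: Oxytocin at about EC15, sub-maximal agonist stimulus | Incubation: Compound 6 min at room temperature before oxytocin, 100 s read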
CHRM1 antagonist: blocks human M1 muscarinic receptor. CHO-K1 hM1, Fluo-8 calcium fluorescence, ACh EC80 antagonist. inhibition, % at 3 µM. 1.3% of 360,000 active. P11229;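 active means percent inhibition above its own plate's cutoff, namely the mean of that plate's compound wells plus 3 SD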;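 further: peak over basal fluorescence ratio during 140 s after agonist addition; 0% = ACh EC80 plus DMSO and 100% = DMSO alone without agonist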
CHO parental Ca: counter-screen for OX1R antagonists: effect in parental CHO cells. parental CHO-K1, ATP-induced calcium, Fluo-8 fluorescence. inhibition, % at 5.6 µM. 0.63% of 330,000 active;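 active means inhibition above that plate's mean sample inhibition plus 3 SD, cut at about 26% in these data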;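 further: 0% = ATP-challenged DMSO wells and 100% = DMSO wells without ATP; some compounds past the cut are filed as inactive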
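Material: parental CHO cells / Compound: single nominal dose of 5.6 µM per compound / Signal: Fluo-8 fluorescence / Replicates: singlicate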
CHRM1 agonist: human M1 muscarinic receptor agonism; activation, % at 3 µM; P11229; CHO-K1 hM1, Fluo-8 calcium fluorescence, agonist mode; 0% DMSO, 100% acetylcholine EC100; 0.33% of 360,000 active;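 active means activation above the run's mean compound activation plus 3 SD, cut at about 16% in these data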;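 further: peak over basal fluorescence ratio within a 140 s kinetic read after compound addition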
TAAR1 ag: human TAAR1 agonism; CHO RD-HGA16 TAAR1, Fluo-8 calcium fluorescence; vehicle wells 0%, saturating PEA agonist 100%; activation, % at 3 µM; 0.99% of 360,000 active; Q96RJ0;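 active means activation above the mean activation of all test compounds in the run plus 3 SD, cut at about 38% in these data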
Target sequence (Q96RJ0 whole entry, looked up): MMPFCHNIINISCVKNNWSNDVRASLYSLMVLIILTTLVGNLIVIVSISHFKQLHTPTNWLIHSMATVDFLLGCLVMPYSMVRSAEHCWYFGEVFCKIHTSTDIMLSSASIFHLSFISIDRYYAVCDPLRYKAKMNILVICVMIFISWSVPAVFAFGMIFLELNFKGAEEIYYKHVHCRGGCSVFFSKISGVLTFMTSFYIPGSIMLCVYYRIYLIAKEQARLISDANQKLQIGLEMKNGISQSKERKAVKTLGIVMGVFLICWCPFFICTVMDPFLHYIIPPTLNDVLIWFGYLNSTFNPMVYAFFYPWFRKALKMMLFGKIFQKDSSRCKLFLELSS
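Test system: RD-HGA16 (CHO) cells co-expressing Gα16 and hTAAR1 | Doses: Single dose, 3 µM | Schedule: 17-24 h seeding, 75 min 37 °C dye, 30 min RT | Evaluation: % activation from peak over basal fluorescence ratio, DMSO-to-PEA scaled | Technique: Kinetic Fluo-8 calcium fluorescence | Benchmarks: Low control DMSO, high control PEA (EC100)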
TAAR1 antagonist: human TAAR1 antagonism; Q96RJ0; CHO RD-HGA16 TAAR1, Fluo-8 calcium fluorescence, antagonist; inhibition, % at 3 µM; 1.5% of 360,000 active; AID 624466;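 active means inhibition above a per-plate cutoff, the mean inhibition of test compounds on that plate plus 3 SD, cut at about 49% in these data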;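 further: 0% = DMSO plus EC80 beta-PEA response and 100% = DMSO alone without agonist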
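Test system: hTAAR1-expressing CHO RD-HGA16 cells, Gα16-coupled; Probe or stimulus: EC80 β-phenethylamine stimulus; Compound dosing: single nominal final test compound concentration of 3 µM; Timing: 140 s kinetic read after compound, 140 s after agonist; Signal: Fluo-8 calcium-sensitive fluorescence; Measure: % inhibition of agonist calcium response; Controls: DMSO and EC80 PEA controls.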
OXTR ag: activates the human oxytocin receptor; P30559; CHO-OTR cells, Fluo-8 calcium fluorescence; normalized: DMSO 0%, oxytocin 100%; activation, % at 3 µM; 0.32% of 320,000 active; AID 2435;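 active means activation above the mean of all tested compounds plus 3 SD, cutoff set per screening run, cut at about 20% in these data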;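 further: peak over basal fluorescence ratio from a 100 s FLIPR kinetic read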
V1R ag counter: V1a receptor agonism, counter-screen for OXTR agonists; P37288; CHO-V1R cells, Fluo-8 calcium fluorescence, agonist mode; 0% DMSO, 100% 3 nM vasopressin; AID 2797; activation, % at 3 µM; 0.25% of 320,000 active;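 active means activation above the mean activation of all tested compounds plus 3 SD, per screening run, cut at about 20% in these data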;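 further: signal is peak over basal fluorescence ratio across a 100 second FLIPR read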
* hit, by the source's call; · = not tested or not shown.

The line under a structure holds: CHRM1 PAM | OXTR potentiator | CHRM1 antagonist | CHO parental Ca | CHRM1 agonist | TAAR1 ag | TAAR1 antagonist | OXTR ag | V1R ag counter
- CCOC(=O)c1cc(C(=O)OCC)cc(-n2cc(O)c(C(=O)OCC)n2)c1
    -4 | -5 | -6 | -27 | -2 | 5 | -40 | -0.1 | -0.6
- CCc1ccc(NCc2ccc(OC)c(Cn3ccnc3)c2)cc1
    2 | -22 | -7 | 0 | -4 | 1 | 21 | 8.8 | 8.0
- CC1=CC(C)(C)NC(=O)N1c1ccc(C)cc1
    8 | -13 | -6 | 7 | -3 | 0 | -15 | -0.5 | -0.3
- O=C(CSc1nnc(-c2c[nH]c3ccccc23)o1)c1ccccc1
    3 | -4 | -6 | -11 | -2 | 16 | 7 | 3.6 | 3.5
- CCOC(=O)N1CCN(C(=O)COC(=O)c2cccc(S(C)(=O)=O)c2)CC1
    10 | · | -7 | · | -3 | 1 | -29 | · | ·
- CN(C)S(=O)(=O)Oc1ccccc1C(=O)Nc1ccc(F)cc1F
    12 | -3 | -5 | -5 | -6 | 3 | 0 | -1.5 | -0.9
- COC(=O)NCC(c1cccnc1)N1CCN(c2ccccc2)CC1 (configuration not stated)
    9 | -2 | -4 | -6 | -1 | 2 | -6 | -0.7 | -0.3
- Cc1ccc(NC(=O)C2CCCN(c3cnccn3)C2)c(C)c1 (configuration not stated)
    8 | -2 | -11 | -12 | -2 | 1 | -33 | 0.6 | 0.1
- CCOCCCNC(=S)NCCCNc1nc2cc3c(cc2cc1C#N)OCO3
    0 | -3 | -3 | -17 | -5 | -1 | -17 | -1.7 | -0.5
- CNS(=O)(=O)c1cccc(C(=O)OCC(=O)Nc2ccc(N3CCCCC3)cc2)c1
    7 | -3 | -12 | 6 | -5 | 6 | -6 | 0.2 | -0.5
- N#CCCN(Cc1ccncc1)C(=S)NC1CC2C=CC1C2 (configuration not stated)
    21 | -3 | -22 | -4 | 3 | 1 | -24 | 0.2 | 0.2
- CN1CCN(c2ccccc2NC(=O)Cn2ncc3c([nH]c4ccccc43)c2=O)CC1
    0 | -4 | -4 | -29 | -5 | 2 | -5 | 0.1 | 0.4
- CCN(CC(=O)NCc1cccs1)S(=O)(=O)c1c(F)cccc1F
    -2 | 6 | 5 | -10 | -3 | 13 | -16 | 0.4 | -0.7
- CCOC(=O)Nc1nnc(-c2ccc(OC)cc2)s1
    1 | -6 | -1 | -11 | 4 | 6 | 3 | 11 | 6.4
- COc1ccc(CN(C)C(=O)c2cc(S(=O)(=O)Nc3ccccc3F)ccc2C)c(OC)c1
    14 | -13 | 1 | -5 | 8 | 1 | -23 | 2.3 | 7.2
- COc1ccc(OC)c(NC(=O)CSc2nc3n[nH]c(C)c3c(=N)n2-c2cccc(Cl)c2C)c1
    2 | -13 | -2 | 0 | -6 | -2 | -26 | -1.1 | 0.0
- Cc1ccc(Cn2ccc(=O)c(OCc3ccccc3)c2C)cc1
    6 | -14 | -7 | -5 | 2 | 11 | -3 | 3.5 | 4.1
- Cc1ccc2nc(-c3ccccc3)cc(C(=O)N(C)CC(=O)Nc3ccccc3Br)c2c1
    -8 | -15 | 27 | -31 | -3 | 7 | 61* | -2.4 | 0.5
- CCCC(=O)Nc1ccc(C(=O)n2nnc3ccccc32)cc1
    7 | -3 | -7 | -3 | -2 | 19 | -12 | 0.8 | 0.1
- CCOC(=O)N1CCN(c2nc(C(F)(F)F)nc3c(C)cc(C)cc23)CC1
    6 | -5 | -6 | -13 | -1 | 2 | 1 | -1.6 | -0.5
- COc1ccc(NC(=O)Nc2cccc3c2O[C@H](CN(C)C(=O)Nc2ccccc2)[C@@H](C)CN([C@H](C)CO)C3=O)cc1
    -7 | -1 | 9 | -9 | -4 | 8 | 37 | 1.1 | 0.9
- CCC(C)NC(=O)/C(=C/c1ccco1)c1ccccc1 (configuration not stated)
    6 | -6 | -4 | -16 | -3 | 7 | -18 | -1.7 | -0.5
- COc1ccc(CNC(=O)CNC(=O)[C@@H]2Cc3ccccc3CN2)cc1
    9 | -4 | -2 | -14 | -3 | 1 | -2 | -0.6 | 1.6
- CC(NC(=S)NCCc1ccccc1)C(c1cccs1)N1CCN(Cc2ccccc2)CC1 (configuration not stated)
    -11 | -6 | -1 | -22 | -11 | 9 | -9 | -1.3 | -0.6
- CCC(C)N(C(=O)COc1ccccc1C#N)C1CCS(=O)(=O)C1 (configuration not stated)
    6 | 0 | -9 | -2 | -4 | 7 | -44 | 1.2 | 1.2
- CCOC(=O)C1C2C=CC(CC2)N1c1ccccc1 (configuration not stated)
    6 | -5 | 2 | -5 | -2 | 25 | -11 | -3.0 | -1.4
- O=C(Cc1ccc(S(=O)(=O)N2CCOCC2)s1)N1CCN(S(=O)(=O)c2ccc(Cl)cc2)CC1
    3 | -12 | -6 | -2 | 0 | 3 | 10 | 7.3 | 1.2
- COc1cccc(NC(=S)/C(=C(\[O-])c2ccc([N+](=O)[O-])cc2)[n+]2ccccc2)c1
    5 | -14 | -10 | -6 | -4 | 3 | -18 | -0.8 | 1.3
- C/C(N)=C(/C#N)C(=O)COC(=O)c1ccncc1
    9 | -4 | -3 | -3 | -3 | 2 | -5 | 0.9 | -0.2
- CCCC(=O)Nc1ccc(-c2nc3ncccc3o2)cc1
    16 | · | -32 | · | 1 | 2 | 5 | · | ·

Records listed above that bear a hit mark in TAAR1 antagonist.
| SMILES | CHRM1 PAM | OXTR potentiator | CHRM1 antagonist | CHRM1 agonist | TAAR1 antagonist |
| --- | --- | --- | --- | --- | --- |
| Cc1ccc2nc(-c3ccccc3)cc(C(=O)N(C)CC(=O)Nc3ccccc3Br)c2c1 | -8 | -15 | 27 | -3 | 61* |

Next section
The line under a structure holds: CHRM1 PAM | OXTR potentiator | CHRM1 antagonist | CHO parental Ca | CHRM1 agonist | TAAR1 ag | TAAR1 antagonist | OXTR ag | V1R ag counter
- CCn1c(CNC(=O)c2ccccc2F)nnc1SCC(=O)NC1CCCCC1C (configuration not stated)
    9 | 1 | -6 | -8 | -8 | 10 | -11 | -1.0 | 1.2
- CS(=O)(=O)Nc1ccc(C2=NN(S(C)(=O)=O)C(c3cccs3)C2)cc1 (configuration not stated)
    1 | -3 | -4 | 3 | -6 | 4 | -5 | 0.5 | 1.1
- Cc1cc(=O)oc2c(C)c(OCC(=O)c3ccccc3)ccc12
    14 | 2 | -13 | -14 | 0 | 0 | -22 | -0.4 | 0.7
- N#Cc1cccc(NC(=O)Cn2cnc(S(=O)(=O)N3CCCC3)c2)c1
    1 | -4 | 2 | -9 | -2 | 10 | -17 | -0.2 | -0.3
- CCOc1ccccc1C=C1CCc2ccccc2C1=O
    -8 | · | 0 | · | -3 | 3 | -1 | · | ·
- O=C(c1ccc(Cl)cc1)C(CN1CCCC1)c1ccccc1 (configuration not stated)
    -25 | -7 | 38* | 9 | -9 | 8 | 17 | -1.7 | -0.4
- COc1cccc(NC(=O)CN2CCN(c3ccc(F)cc3)CC2)c1
    6 | -7 | -11 | -23 | -5 | 6 | -19 | 0.0 | 0.5
- CCn1c(-c2c(Cl)c(C)nn2C)n[nH]c1=S
    10 | 0 | -10 | -10 | -7 | 1 | -17 | 2.4 | 1.6
- Cc1ccc(NC(=O)CN(Cc2ccco2)Cc2ccccc2O)cc1C
    3 | -8 | -4 | -15 | -3 | 3 | 52* | 3.2 | 3.6
- CC(N)C(=O)NC(CO)C(O)C(N)C=O (configuration not stated)
    16 | · | -25 | · | 0 | 0 | 5 | · | ·
- Oc1ccccc1C1=NC(c2ccccc2)NC(c2ccccc2)C1 (configuration not stated)
    -9 | · | 15 | · | -3 | 4 | 8 | · | ·
- CCCN(CC(=O)Nc1ccccc1OC)C(=O)C1=COCCO1
    15 | -5 | -16 | -11 | -2 | 2 | -8 | 0.2 | 0.6
- Cc1c(N(C(=O)c2cc(=O)[nH]c3ccccc23)C(C)C)c(=O)n(-c2ccccc2)n1C
    -6 | -3 | 22 | -2 | -6 | -1 | 15 | 0.7 | 0.3
- CCCC(c1nnnn1CCOC)N1CCN(c2nc3ccccc3s2)CC1 (configuration not stated)
    -3 | -6 | 3 | -17 | -8 | 3 | -3 | -1.2 | 1.0
- COc1ccc(NC(=O)CCC(=O)N2CCOCC2)c([N+](=O)[O-])c1
    15 | -2 | -14 | 8 | -2 | 1 | -6 | -0.5 | 1.1
- CCCCn1c(NC(=O)c2ccccc2)c(C#N)c2nc3ccccc3nc21
    -4 | · | 19 | · | -4 | 16 | 12 | · | ·
- CCN1C(=O)CC(n2c(C)nc3ccccc32)C1=O (configuration not stated)
    12 | -9 | -15 | 6 | 1 | 3 | -12 | 0.8 | 0.0
- COCCn1nnnc1C(c1cccc(OC)c1OC)N1CCN(C(=O)c2ccco2)CC1 (configuration not stated)
    7 | -6 | -2 | -6 | -2 | -2 | 0 | 0.4 | 0.7
- CC(C)C[C@H]1CN=C(Nc2ccccc2)N1CCc1cccc(F)c1
    -39 | -10 | 57* | 50* | 63* | · | · | 51* | 73*
- CC(C)(C)OC(=O)C[C@H]1C/C=C\C[C@@H](CC(=O)NCCO)C(=O)N2CCC[C@H]2COC1=O
    12 | 7 | -6 | 11 | -2 | -1 | 12 | 1.6 | 1.2
- Cc1ccc(S(=O)(=O)N(CC(=O)N=Nc2c(O)[nH]c3ccccc23)c2cccc(C)c2)cc1
    -4 | -18 | 6 | -19 | -6 | 1 | 35 | -0.8 | 0.2
- COc1ccccc1CNC(=O)CNC(=O)Cn1cnc2ccccc2c1=O
    10 | -8 | -36 | -12 | -2 | 1 | -13 | -0.1 | 0.3
- COc1ccc(NC(=O)C2CCCN2c2ccc(OC)c(OC)c2)cc1OC (configuration not stated)
    6 | -9 | -11 | 4 | -2 | 5 | 16 | 0.6 | -0.3
- O=C(NCN1C(=O)C2C3C=CC(C3)C2C1=O)OC1CCCCC1 (configuration not stated)
    13 | -5 | -23 | 7 | -1 | 12 | -9 | -0.3 | 0.2
- CCOc1ccc(-n2c(O)c(/C=N/Nc3nnc(C)c(=O)[nH]3)c3ccccc3c2=O)cc1
    6 | 1 | 1 | -8 | -2 | 4 | 14 | -1.4 | 0.1
